NOD2 inhibition: NOD2 signaling inhibitors, cell-based, luminescence, uHTS, HEK293 (AID 1566); 290,000 tested, 0.63% active; inhibition, % at 4 µM, or EC50 in µM where a hit was titrated; HEK293 NOD2/NF-kB luciferase reporter, luminescence; higher % means a stronger effect; also: many of its hits are not listed in these tables
GPR55 activation: selective activators of receptor GPR55 – imaging, U2OS cells, beta-arrestin-GFP redistribution, primary screen (AID 1961). U2OS GPR55 beta-arrestin-GFP redistribution imaging; higher % means a stronger effect. one-dose activation, % at 10 µM; EC50 in µM for titrated hits. 290,000 tested, 0.048% active;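 active = activation above 40% with more than 50 cells counted in the well; inconclusive = wells holding fewer than 50 cells, flagged as toxic or sparse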;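 also: U2OS osteosarcoma cells stably expressing GPR55 and beta-arrestin-GFP; plate controls were DMSO negative control for no effect and LPI positive control for full effect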
NOD1 NF-kB reporter: NOD1 signaling inhibitors, primary screen, cell-based, luminescence, uHTS (AID 1578). 290,000 tested, 1% active. inhibition, % at 4 µM; hits with a dose series show EC50 in µM. NOD1-driven NF-kB luciferase reporter cells, luminescence; higher % means a stronger effect; in the data active = inhibition mostly above about 36%, no sharp cut-off; inactive = mostly below about 34%;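 also: HEK-293T reporter cells stimulated with the NOD1 agonist gamma-tri-DAP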
GPR55 LPI antagonism: GPR55 antagonists blocking LPI-driven arrestin recruitment, primary screen, imaging, U2OS, beta-arrestin-GFP, LPI agonist (AID 2013). U2OS GPR55 beta-arrestin-GFP translocation imaging, LPI antagonism; higher % means a stronger effect. inhibition, % at 10 µM; hits with a dose series show IC50 in µM. 290,000 tested, 0.13% active;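 active = spots per cell inhibited over 60%, with over 100 cells counted and total cytoplasm intensity under 500,000; inconclusive = wells with under 100 cells, flagged as likely toxic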;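 also: U2OS cells stably carrying GPR55 and arrestin-GFP stimulated by 5 µM LPI near EC80; imaged beta-arrestin-GFP aggregate spots per cell after agonist stimulation; plate controls were LPI-stimulated DMSO wells for no effect and DMSO wells without LPI for full effect; some results filed as inactive read as strong as hits; confirmed hits need IC50 under 10 µM and bright autofluorescent wells are also inconclusive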
HIV fusion peptide: inhibitors of HIV fusion peptide binding, primary screen, biochemical, uHTS, fluorescence dequenching (AID 1986) | cell-free peptide binding, fluorescence dequenching, 30 min; higher % means a stronger effect | inhibition, % at 20 µM; hits with a dose series show IC50 in µM | 290,000 tested, 0.3% active; in the data active = inhibition mostly above about 52%, no sharp cut-off; inactive = mostly below about 76%; also: some results filed as inactive read as strong as hits
Large T inhibition: SV40 large T antigen inhibitors, biochemical (AID 1903) | inhibition, % at 20 µM, or IC50 in µM where a hit was titrated | SV40 large T antigen ATPase/helicase inhibition assay; higher % means a stronger effect | 310,000 tested, 0.39% active; in the data active = a potency from the dose series; inconclusive = inhibition mostly from about 32% at the one dose, without a potency; inactive = the rest, 99 in 100 with inhibition below about 32%; also: strong numbers were not always called active
KOR beta-arrestin-1: KOR agonists, beta-arrestin recruitment, primary screen, cell-based, luminescence, uHTS (AID 1777). KOR beta-arrestin recruitment, luminescence; higher % means a stronger effect. activation, % at 10 µM; hits with a dose series show EC50 in µM. 280,000 tested, 0.02% active; in the data active = activation above about 50%, passing the limit was not always enough; also: a part of the inactive calls stands beside numbers as strong as those of hits
KOR beta-arrestin-2: kappa opioid receptor blockers – cell-based, luminescence, uHTS (AID 1778) | inhibition, % at 10 µM; hits with a dose series show IC50 in µM | KOR beta-arrestin recruitment, luminescence, antagonist mode; higher % means a stronger effect | 290,000 tested, 0.091% active; also: strong numbers were not always called active
Rac1 GTP hydrolysis: MgcRacGAP GTPase-activating activity inhibitors, confirmation, biochemical, ADP Hunter fluorescence; MgcRacGAP-stimulated Rac1 GTP hydrolysis, ADP Hunter fluorescence; higher % means a stronger effect; GST-tagged Rac1 F28L mutant substrate; one-dose inhibition, % at 30 µM; IC50 in µM for titrated hits; 340,000 tested, 0.6% active; AID 624330;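 active = first-screen hits whose inhibition reached a set limit at any dose in the follow-up dose series; inconclusive = inhibition above the set first-screen limit but never retested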;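 also: fluorescence reports GDP produced by GAP-driven GTP hydrolysis; strong numbers were not always called active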
* hit, by the source's call; u = inconclusive; x = no result given; [ ] = another dose, or the depositor's remark. Rule as the data show it, unless noted: active = inhibition above about 50%; inactive = the rest. Not all compounds are listed; count on the stated rates, not on these rows.

SMILES	NOD2 inhibition	GPR55 activation	NOD1 NF-kB reporter	GPR55 LPI antagonism	HIV fusion peptide	Large T inhibition	KOR beta-arrestin-1	KOR beta-arrestin-2	Rac1 GTP hydrolysis
O=C1CCCN2N=C(SCC(=O)Nc3ccc(Cl)cc3)SC2=N1	24%	0.2%	0%	-14%	0.5%	23%	-2.2%	-9%	7%
O=C(CSc1nccn1Cc1ccco1)Nc1cccc(F)c1	-11%	-0.1%	-52%	-4%	-2.6%	4%	1.6%	0%	3%
COc1ccc(CCNC(=O)c2ccc(=O)[nH]c2)cc1OC	0%	-0.1%	2%	4%	-1.6%	3%	-3.9%	-8%	4%
CN1CCN(S(=O)(=O)c2ccc(NS(=O)(=O)c3ccccc3)cc2)CC1	6%	0.0%	-32%	-4%	-1.2%	11%	6.5%	10%	8%
Cc1ccc(Cl)cc1-c1ccc(/C=N/n2cnnc2)o1	6%	0.1%	-15%	9%	0.8%	4%	1.1%	-3%	12%
CCN(CC)CCCNC(=O)c1cc2nc3c(c(C(F)(F)F)n2n1)CCc1ccccc1-3	7%	0.4%	-12%	-2%	0.3%	-8%	4.7%	-27%	9%
CCOC(=O)N1CCN(CC(=O)N2c3ccccc3CCc3ccccc32)CC1	13%	-0.2%	-49%	10%	0.0%	7%	3.5%	-25%	u
CNS(=O)(=O)c1cccc(C(=O)OCc2csc(-c3ccccc3)n2)c1	-9%	-0.3%	-29%	1%	-1.8%	4%	7.0%	-29%	2%

Entries of single compounds, looked up by structure. Order of screens: NOD2 inhibition, GPR55 activation, NOD1 NF-kB reporter, GPR55 LPI antagonism, HIV fusion peptide, Large T inhibition, KOR beta-arrestin-1, KOR beta-arrestin-2, Rac1 GTP hydrolysis
Entry for `Cc1ccc(Cl)cc1-c1ccc(/C=N/n2cnnc2)o1` = 6%, 0.1%, -15%, 9%, 0.8%, 4%, 1.1%, -3%, 12%
Entry for `CN1CCN(S(=O)(=O)c2ccc(NS(=O)(=O)c3ccccc3)cc2)CC1` = 6%, 0.0%, -32%, -4%, -1.2%, 11%, 6.5%, 10%, 8%
Entry for `O=C(CSc1nccn1Cc1ccco1)Nc1cccc(F)c1` = -11%, -0.1%, -52%, -4%, -2.6%, 4%, 1.6%, 0%, 3%
Entry for `CNS(=O)(=O)c1cccc(C(=O)OCc2csc(-c3ccccc3)n2)c1` = -9%, -0.3%, -29%, 1%, -1.8%, 4%, 7.0%, -29%, 2%

(next part)
SMILES	NOD2 inhibition	GPR55 activation	NOD1 NF-kB reporter	GPR55 LPI antagonism	HIV fusion peptide	Large T inhibition	KOR beta-arrestin-1	KOR beta-arrestin-2	Rac1 GTP hydrolysis
COc1cc(NC(=O)Cc2ccccc2)ccc1NC(=O)Cc1ccccc1	-18%	0.4%	-14%	3%	1.6%	4%	1.1%	-21%	0%
N#Cc1c(C(F)(F)F)cc(-c2ccc(Cl)cc2)[nH]c1=O	27%	-0.3%	54%*	-2%	33%	13%	2.6%	-2%	-1%
CC(C)CN(CC(C)C)C(=O)C12CCC(C)(C(=O)O1)C2(C)C (stereo not drawn)	15%	0.0%	-40%	-3%	0.3%	9%	1.5%	-20%	-1%
COc1ccc(OC)c(C2=NOC(C(=O)NCC3CCCO3)C2)c1 (stereo not drawn)	22%	-0.1%	7%	-4%	-4.5%	8%	-4.5%	41%	-1%
CCCC(=O)NCCc1cc(OC)c(OC)cc1Br	15%	0.3%	-13%	15%	15%	15%	-3.1%	x	3%
C=CCC1NCCc2c(Br)cccc21 (stereo not drawn)	23%	0.2%	-14%	-7%	0.1%	4%	-6.7%	6%	6%
N#Cc1c(N)c2ccccn2c1C(=O)c1ccc(Br)cc1	10%	0.4%	-12%	0%	2.8%	6%	4.3%	-28%	7%
COc1ccc(-c2nc3cnccn3c2Nc2ccc3c(c2)OCO3)cc1	-51%	-0.1%	0%	4%	1.4%	21%	-3.0%	4%	23%
COc1ccc(NC(=O)c2ccccc2SC)cc1	-13%	-0.1%	-12%	-3%	-1.0%	4%	-2.0%	-5%[20 µM]	-13%
O=C(/C(=C(\O)c1ccccc1)c1ncc[nH]1)c1ccccc1	4%	-0.3%	-39%	-10%	-3.0%	28%	-1.2%	-5%	14%
COc1ccc(C(=O)NCC(=O)N2CCCCC2)cc1OC	14%	0.1%	-14%	1%	-0.9%	6%	-3.8%	24%	0%
CCC(=O)Nc1ccc(NC(=O)c2ccc3c(c2)OCO3)cc1	-16%	-0.1%	-43%	-4%	3.3%	0%	2.6%	16%	11%
O=C(N1CCOCC1)N1CCN(c2nc(-c3ccccc3)cs2)CC1	-1%	-0.2%	-21%	-5%	-1.6%	16%	-5.3%	-17%	7%
CCc1ccc(-n2ccc(=O)c(C(=O)O)n2)cc1	4%	0.0%	-7%	-2%	0.0%	9%	-3.6%	18%	12%
Cc1ccc(S(=O)(=O)Cn2nnnc2C(CC(C)C)N2CCC(C(N)=O)CC2)cc1 (stereo not drawn)	21%	0.2%	-26%	-15%	0.6%	1%	3.8%	-27%	2%
Cc1noc(NC(=O)c2ccccc2)c1C#N	6%	-0.2%	24%	0%	-3.4%	-1%	-1.1%	-45%	0%
O=C1c2cccc3cccc(c23)C(=O)N1CC1CCN(S(=O)(=O)c2ccc(F)cc2)CC1	30%	0.5%	11%	20%	-0.4%	9%	1.8%	7%	-5%
COc1ccc(NC(=O)Cn2cc(C(=O)c3ccco3)c3ccccc32)cc1	-8%	-0.3%	-16%	21%	0.5%	7%	1.7%	-12%	3%
Cn1c(=O)[nH]c(=O)c2c1nc(N1CCCCC1)n2C/C=N/Nc1ccc(C(=O)O)cc1	8%	0.3%	-4%	-7%	-1.1%	8%	3.4%	22%	-8%
COc1ccc(/C=N\NC(=O)c2ccc(F)cc2)cc1COc1ccccc1C(N)=O	37%	0.0%	-25%	2%	-0.3%	4%	-1.7%	0%	5%
COc1ccccc1C(=O)Nc1cccc(NC(=O)c2ccccc2C)c1	3%	-0.1%	15%	2%	-1.7%	11%	-9.9%	20%[20 µM]	2%
CN(C(=O)c1ccnn1C)C1CCCN(Cc2ccccc2F)C1 (stereo not drawn)	4%	0.2%	-28%	-7%	1.4%	21%	5.2%	-12%	6%
O=C(Nc1nnc(-c2ccccc2)o1)c1cc(Cl)sc1Cl	-4%	-0.4%	47%	-2%	2.3%	6%	15%	-35%	2%
c1ccc(Cn2nnc3cnccc32)cc1	5%	-0.1%	-7%	-4%	-0.4%	27%	14%	2%	9%
C[C@H](NC(=O)OC(C)(C)C)C(=O)NCC1CCC(C(=O)N[C@@H](Cc2ccccc2)C(=O)O)CC1 (stereo partly drawn)	-34%	-0.1%	3%	-10%	1.1%	5%	10%	28%	7%
Cc1nnc(SCC(=O)Nc2ccc(F)cc2F)n(N)c1=O	0%	0.0%	-28%	12%	-1.1%	-29%	-1.0%	40%	4%
COC(=O)c1c(NC(NC(=O)C(C)C)C(Cl)(Cl)Cl)sc2c1CCC2 (stereo not drawn)	5%	-0.2%	-25%	-8%	0.3%	6%	11%	-4%	14%
CCCOC(=O)Nc1ccc(S(=O)(=O)Nc2ncccn2)cc1	16%	-1.1%	5%	23%	0.4%	6%	2.1%	12%	1%
O=C(CSc1nc2ncc(Cl)cc2[nH]1)Nc1cccc(F)c1	24%	-0.1%	-20%	-3%	-0.4%	13%	2.6%	-20%	-3%
COc1ccc(NS(=O)(=O)c2cc(NC(=O)c3cccnc3Cl)ccc2N2CCCC2)cc1	9%	0.4%	-2%	-1%	-1.7%	16%	7.6%	37%	16%
COc1ccc([N+](=O)[O-])cc1NC(=O)CCNC(=O)Cn1ccc2ccccc2c1=O	-2%	-0.4%	-34%	19%	1.7%	15%	-1.7%	9%	-5%
Cc1cccc(NC(=O)CS(=O)(=O)c2cn(C)c3ccccc23)c1C	-16%	1.2%	30%	-3%	0.6%	8%	1.6%	-9%	-5%
CCCCOc1ccc(CSc2ncn[nH]2)cc1	-56%	-0.1%	-11%	5%	0.5%	1%	5.6%	-14%	5%
COc1ccc(C2(C(N)=O)CCCCC2)cc1OC	11%	-0.1%	10%	10%	-3.5%	16%	21%	-3%	10%
O=C(NNC(=O)c1sc2cccc(Cl)c2c1Cl)NC1CCCCC1	-7%	-0.1%	-4%	0%	3.1%	9%	5.7%	-83%	4%
CC(NC(=O)c1ccco1)c1ccc2c(c1)OCO2 (stereo not drawn)	-4%	0.0%	-35%	7%	-0.2%	3%	6.1%	-8%	5%
C1CCN=C(Nc2nn[nH]n2)CC1	2%	0.0%	13%	-3%	1.8%	6%	-2.6%	-4%	-1%
O=C(Nc1nc2cc3c(cc2s1)OCCO3)c1cccc(N2C(=O)CCC2=O)c1	-37%	-0.1%	-15%	4%	1.6%	8%	1.7%	-27%	-1%
CCN(C(=O)CN1C(=O)COc2ccc(S(=O)(=O)N3CCCCCC3)cc21)c1cccc(C)c1	8%	0.3%	-7%	12%	-1.6%	10%	-6.3%	11%	13%
O=C(NCc1ccccc1)C(c1cccnc1)N(Cc1ccco1)C(=O)c1ccccn1 (stereo not drawn)	-9%	0.5%	14%	-8%	-1.7%	9%	32%	11%	4%

Reprinted at random: two entries already listed
SMILES	NOD2 inhibition	GPR55 activation	NOD1 NF-kB reporter	GPR55 LPI antagonism	HIV fusion peptide	Large T inhibition	KOR beta-arrestin-1	KOR beta-arrestin-2	Rac1 GTP hydrolysis
CCCCOc1ccc(CSc2ncn[nH]2)cc1	-56%	-0.1%	-11%	5%	0.5%	1%	5.6%	-14%	5%
O=C(NNC(=O)c1sc2cccc(Cl)c2c1Cl)NC1CCCCC1	-7%	-0.1%	-4%	0%	3.1%	9%	5.7%	-83%	4%

More structures
SMILES	NOD2 inhibition	GPR55 activation	NOD1 NF-kB reporter	GPR55 LPI antagonism	HIV fusion peptide	Large T inhibition	KOR beta-arrestin-1	KOR beta-arrestin-2	Rac1 GTP hydrolysis
CC(C)c1ccc(NC2CCCN(C(=O)CCc3cnn(C)c3)C2)cc1 (stereo not drawn)	10%	0.3%	-19%	17%	1.2%	17%	4.2%	3%	11%
COc1cccc(NC(C)(C)c2nnnn2-c2c(C)cccc2C)c1	-4%	-0.2%	2%	8%	-0.9%	-5%	4.3%	17%	x
CC(OC(=O)c1ccc2c(c1)S(=O)(=O)c1ccccc1C2=O)C(N)=O (stereo not drawn)	-14%	0.2%	25%	-5%	-2.6%	8%	0.1%	-16%	8%
O=C(CCn1cccc1)NCc1ccccc1	10%	0.0%	-17%	0%	-0.8%	5%	0.4%	-15%	16%
Cc1ccc2ncc(S(=O)(=O)c3ccccc3)c(N3CCCCC3C)c2c1 (stereo not drawn)	15%	-0.1%	-14%	0%	-0.3%	x	3.4%	-90%[20 µM]	4%
O=C1CC(c2ccccc2)=Nc2ccccc2N1	-2%	-0.1%	-35%	2%	-0.8%	-7%	1.9%	5%	9%
CN(C)CCCNc1ncnc2oc(-c3ccccc3)c(-c3ccccc3)c12	31%	0.4%	-3%	-7%	-2.0%	27%	-2.8%	7%	10%

Assay outcomes: PubChem, several laboratories
